MEKK2mut PB1 HTS: signal of MEK5 binding to mutant human MEKK2 PB1 domain. hit rate 0.35% among 290,000. percent response, % at 10 µM. bead flow cytometry, Alexa488-MEK5 binding to MEKK2 mutant; in the data active = percent response above about 24%, passing the limit was not always enough; note: inactives centre near 1; some results filed as inactive read as strong as hits
PfM18AAP inh: blocks P. falciparum M18 aspartyl aminopeptidase; recombinant PfM18AAP, H-Glu-NHMec fluorogenic cleavage; inhibition, % at 7.35 µM; hit rate 1.2% among 290,000;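 active = inhibition above the campaign mean inhibition over all tested compounds plus 3 SD, cut at about 28% in these data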;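 note: 0% = plate median of test compound wells and 100% = 2 mM ZnCl2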
OXTR potentiate: potentiators of human oxytocin receptor | P30559 | CHO-OTR cells, Fluo-8 calcium fluorescence, potentiator mode; 0% = oxytocin EC15, 100% = EC100 | activation, % at 3 µM | hit rate 0.061% among 320,000 | AID 2445;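 active = activation above that plate's cutoff, the mean activation of tested compounds plus 3 SD, cut at about 6.6% in these data, passing the limit was not always enough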;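 note: 100% uses oxytocin at 75 nM as the full agonist control; some results filed as inactive read as strong as hits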
Target sequence (P30559 whole entry, looked up): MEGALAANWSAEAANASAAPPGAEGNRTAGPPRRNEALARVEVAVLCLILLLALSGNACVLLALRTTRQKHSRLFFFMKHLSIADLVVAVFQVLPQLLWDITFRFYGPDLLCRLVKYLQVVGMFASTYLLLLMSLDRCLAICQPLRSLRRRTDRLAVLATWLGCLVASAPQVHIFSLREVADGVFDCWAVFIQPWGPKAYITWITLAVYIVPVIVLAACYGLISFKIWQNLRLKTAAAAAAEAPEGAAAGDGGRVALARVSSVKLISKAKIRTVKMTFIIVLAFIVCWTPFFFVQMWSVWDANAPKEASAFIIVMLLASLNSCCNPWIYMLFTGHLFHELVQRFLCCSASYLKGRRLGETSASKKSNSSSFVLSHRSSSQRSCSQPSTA
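Assay system: CHO cell line stably expressing human OTR | Also added: Oxytocin at about EC15, sub-maximal agonist stimulus | Times: Compound 6 min at room temperature before oxytocin, 100 s read | Measured by: Fluo-8 intracellular calcium fluorescence, ex 470-495, em 515-575 nm | Controls: EC15 oxytocin alone as 0%, 75 nM oxytocin as 100%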
NALP1 inh: inhibitors of NALP1 inflammasome in yeast; S. cerevisiae NALP1/ASC/caspase-1 growth, X-gal OD620, 72 h; inhibition, % at 10 µM; hit rate 0.61% among 280,000; in the data active = inhibition mostly above about 24%, no sharp cut-off; inactive = mostly below about 32%; note: some compounds called inactive have numbers as strong as hits
GPR7 antag: human neuropeptides B/W receptor 1 antagonism. inhibition, % at 4.4 µM. GPR7-expressing cells, fluorescence antagonist assay. hit rate 1.1% among 290,000. AID 1861; in the data active = inhibition above about 16%, passing the limit was not always enough;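 note: cells stimulated with the agonist NPW; 0% = agonist with vehicle and 100% = vehicle without agonist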
GalR3 antag: antagonists of human GalR3. inhibition, % at 3 µM. hit rate 0.44% among 360,000. HEK293 GalR3-CNG cAMP membrane potential fluorescence; galR3 body fused to GalR1 C-terminus. O60755. AID 651719;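 active = inhibition above the screen-wide average plus 3 SD, cut at about 13% in these data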;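 note: forskolin and galanin both at EC90 stimulate the cells; cAMP rise reported by CNG channel membrane potential dye signal; 0% = forskolin plus galanin with DMSO and 100% = forskolin alone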
Target sequence (O60755 1-299 limits assumed): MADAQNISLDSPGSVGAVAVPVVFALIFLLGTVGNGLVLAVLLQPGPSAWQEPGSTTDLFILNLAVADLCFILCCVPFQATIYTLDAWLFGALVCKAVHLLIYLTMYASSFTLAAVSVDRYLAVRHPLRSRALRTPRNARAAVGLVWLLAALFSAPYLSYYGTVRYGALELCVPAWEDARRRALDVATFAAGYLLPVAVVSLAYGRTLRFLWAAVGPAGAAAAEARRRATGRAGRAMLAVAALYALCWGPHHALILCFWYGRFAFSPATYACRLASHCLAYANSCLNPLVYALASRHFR
MEKK2 WT-MEK5: raises or lowers MEK5 binding to wildtype human MEKK2 PB1 domain; Q9Y2U5; bead flow cytometry, Alexa488-MEK5 binding to MEKK2 WT; actives lie on both sides; binding response (% of control), % at 10 µM; hit rate 1.1% among 290,000; AID 1531; in the data active = binding response below about 67% or above about 130%
OXTR agonist: human OXTR agonism | CHO-OTR cells, Fluo-8 calcium fluorescence; normalized: DMSO 0%, oxytocin 100% | hit rate 0.32% among 320,000 | activation, % at 3 µM | P30559;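 active = activation above the mean of all tested compounds plus 3 SD, cutoff set per screening run, cut at about 20% in these data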;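 note: peak over basal fluorescence ratio from a 100 s FLIPR kinetic read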
V1aR counter: activates human V1a receptor in oxytocin agonist counter-screen | P37288 | CHO-V1R cells, Fluo-8 calcium fluorescence, agonist mode; 0% DMSO, 100% 3 nM vasopressin | activation, % at 3 µM | hit rate 0.25% among 320,000 | AID 2797;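 active = activation above the mean activation of all tested compounds plus 3 SD, per screening run, cut at about 20% in these data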;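 note: signal is peak over basal fluorescence ratio across a 100 second FLIPR read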
Target sequence (P37288 whole entry, looked up): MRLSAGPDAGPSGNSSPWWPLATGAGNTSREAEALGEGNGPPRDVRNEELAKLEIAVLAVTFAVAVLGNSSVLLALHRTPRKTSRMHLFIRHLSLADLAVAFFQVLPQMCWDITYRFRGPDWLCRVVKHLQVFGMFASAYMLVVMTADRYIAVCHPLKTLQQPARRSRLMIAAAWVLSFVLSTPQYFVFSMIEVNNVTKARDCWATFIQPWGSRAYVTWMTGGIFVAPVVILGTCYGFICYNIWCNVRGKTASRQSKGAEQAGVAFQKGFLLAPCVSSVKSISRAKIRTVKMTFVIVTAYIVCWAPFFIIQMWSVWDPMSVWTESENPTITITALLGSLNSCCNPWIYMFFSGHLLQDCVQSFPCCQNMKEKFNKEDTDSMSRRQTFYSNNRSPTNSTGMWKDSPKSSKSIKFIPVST
An asterisk follows results filed as active; · = no result given; & = joins results of further samples.

Results follow in this order: MEKK2mut PB1 HTS | OXTR agonist | GPR7 antag | OXTR potentiate | MEKK2 WT-MEK5 | GalR3 antag | NALP1 inh | PfM18AAP inh | V1aR counter
1	CC(OC(=O)c1c2c(nc3ccccc13)/C(=C\c1ccc3c(c1)OCO3)CCC2)C(=O)Nc1ccc(S(N)(=O)=O)cc1 (configuration not stated)
 : -1.0 | · | 3.2 | · | 107.0 | · | 20.5 | 5.5 | ·
2	O=C(COc1ccccc1)N=C1SC2CS(=O)(=O)CC2N1c1ccccc1F (configuration not stated)
 : -17.0 | 1.2 | -6.2 | -3.5 | 88.0 | -7.3 | 28.7 | -1.5 | 1.4
3	COc1ccc(/C=C/C(=O)O)cc1S(=O)(=O)NC1CCS(=O)(=O)C1 (configuration not stated)
 : 0.0 | -0.5 | -8.3 | -12.2 | 105.0 | -8.6 | 9.4 | 7.6 | -0.2
4	CCOCCCNC(=O)c1cc2c(=O)n3ccccc3nc2s1
 : 4.0 | -0.5 | -14.3 | -7.8 | 100.0 | -0.5 | 8.5 | -3.0 | 0.4
5	CCOC(=O)c1c(-c2ccccc2)oc2ccc(OCC(N)=O)cc12
 : 4.0 | · | -21.0 | · | 100.0 | -8.5 | 2.1 | 5.0 | ·
6	COc1ccccc1-c1nnc(SCC(=O)NCc2cccs2)n1N
 : 0.0 | 1.1 | 1.3 | -3.4 | 105.0 | -5.1 | -11.5 | 2.5 | -0.6
7	O=C(NCCCN1CCOCC1)c1cc(-c2ccc(Br)cc2)on1
 : -3.0 | 6.4 | -8.1 | -4.5 | 101.0 | -5.1 | 22.3 | -11.0 | 3.6
8	CCCCCC(=O)Nc1cccc(C2=NOC3(C2)C[C@@H](C(N)=O)N(C(=O)c2ccc(Cl)cc2)C3)c1 (some centres not stated)
 : -8.0 | -0.1 | · | -9.1 | 92.0 | -3.8 | -8.6 | · | 0.8
9	COc1ccc(-c2noc(CCCC(=O)NCC3CCCO3)n2)cc1 (configuration not stated)
 : 4.0 | 4.8 | -9.4 | -12.8 | 98.0 | -2.3 | -18.7 | -0.5 | 4.7
10	CCC1Nc2ncnc(N3CCN(c4ccccc4)CC3)c2N(Cc2ccccc2)C1=O (configuration not stated)
 : · | -1.1 | · | -5.5 | · | -6.2&-8.7 | · | · | -0.6
11	O=C1C(=O)N(CCCn2ccnc2)C(c2ccc(Br)cc2)/C1=C(\O)c1ccc2c(c1)OCCO2 (configuration not stated)
 : 3.0 | -1.0 | -6.4 | -8.4 | 106.0 | -2.8 | 15.4 | 4.7 | 1.7
12	COc1ccc2nc(SCc3nc(N)nc(Nc4ccccc4)n3)[nH]c2c1
 : 5.0 | -2.6 | 16.5 | -4.7 | 99.0 | -2.2 | -2.1 | -8.6 | 0.7
13	Cn1c(COc2ccc(Cl)cc2)nnc1SCC(=O)NC1CC1
 : · | -1.4 | · | -4.3 | · | -3.5 | · | · | -0.2
14	C=CCOC(=O)C1=C[C@H](c2csc3ccccc23)[C@@H](CCCO)[C@H](OCC)O1
 : 2.0 | -0.6 | 0.8 | -7.0 | 87.0 | -1.5 | 25.4 | -0.3 | 0.4
15	COCCOC1CCN(C(=O)C2CCC(=O)N(CCc3cccc(F)c3)C2)CC1 (configuration not stated)
 : 5.0 | 0.7 | -19.8 | 2.4 | 107.0 | -7.9 | 12.5 | 2.5 | 0.0
16	COc1ccc(C(=O)OCC(=O)NC2CC2)cc1S(=O)(=O)Nc1ccc(C)cc1
 : · | 0.8 | · | -3.0 | · | -0.8 | · | · | 0.5
17	CSc1ccc(C(=O)C2CCCN(C(=O)c3nonc3C)C2)cc1 (configuration not stated)
 : -4.0 | 1.0 | 14.0 | -12.9 | 99.0 | -2.3 | 17.1 | 6.1 | 4.7
18	COc1ccccc1C(=O)NCCC(=O)NCC(c1ccccc1)N(C)C (configuration not stated)
 : 9.0 | 0.2 | -2.2 | 0.2 | 99.0 | -2.0 | -8.0 | 0.6 | 0.0
19	COC(=O)c1c(N)c2ccccc2[nH]c1=O
 : 1.0 | 0.6 | -2.9 | -11.5 | 98.0 | -4.4 | -6.9 | -3.8 | 1.7
20	O=S(=O)(c1cc(Cl)ccc1Cl)n1nnc2ccccc21
 : -2.0 | 2.4 | 0.9 | 0.2 | 98.0 | 0.9 | 19.2 | 1.6 | -0.9
21	COc1ccc([N+](=O)[O-])cc1NC(=O)c1cccnc1
 : 2.0 | 0.1 | -12.9 | 5.5 | 101.0 | -8.2 | 1.2 | 1.9 | 0.9
22	COc1ccc(CCNS(=O)(=O)c2ccc3c(c2)OCCO3)cc1OC
 : -2.0 | 0.6 | -10.7 | -4.3 | 92.0 | -6.9 | 0.2 | -9.8 | 0.5
23	COc1ccc2c(Cl)c(C(=O)NCCCn3ccnc3)sc2c1
 : 7.0 | 1.2 | -9.0 | -1.2 | 111.0 | -6.5 | 8.8 | -1.4 | 1.5
24	CCN(CC)C(=O)C(=O)c1cccn1-c1cccc(-n2cccc2C(=O)C(=O)N(CC)CC)c1C#N
 : · | -0.9 | -0.9 | 0.4 | · | 5.3 | 36.5 | -9.9 | -0.1
25	Cc1ccc(NC(=S)Nc2cccc(-c3n[nH]c(=S)o3)c2)cc1
 : 14.0 | -0.1 | -16.8 | 4.5 | 104.0 | -6.5 | -23.0 | 10.5 | 1.1
26	CCOC(=O)C1=C(COc2ccccc2)NC(=O)NC1c1cccc([N+](=O)[O-])c1 (configuration not stated)
 : 3.0 | -0.3 | 1.4 | -12.2 | 92.0 | -2.4 | -9.0 | -13.0 | -0.3
27	CCOC(=O)c1c(NC(=O)CCC(=O)N2CCOCC2)sc2c1CC(C)(C)OC2
 : -1.0 | -0.2 | -12.2 | -7.6 | 85.0 | 1.9 | 4.2 | -9.4 | 1.5
28	COc1ccccc1NC(=S)N/N=C1\CC(C)(C)Oc2ccc(O)cc21
 : 2.0 | -2.1 | 1.6 | 0.4 | 109.0 | -3.3 | -3.3 | 7.6 | -0.9
29	COc1cc(C(=S)N2CCOCC2)cc(OC)c1OS(=O)(=O)c1ccc(C)cc1
 : 12.0 | 0.0 | -11.5 | -4.6 | 108.0 | -7.8 | -0.5 | 13.8 | -0.1
30	COCCOc1cnn(-c2cc(Oc3ccc(C)cc3)ncn2)c(=O)c1Cl
 : -1.0 | -0.2 | -4.3 | -9.6 | 96.0 | 4.0 | -8.9 | 1.6 | 0.9
31	CCN(CC)S(=O)(=O)c1ccc(-c2nnc(SCC(=O)N3CCc4ccccc43)o2)cc1
 : -1.0 | -0.7 | · | 1.1 | 96.0 | -4.4 | -17.9 | · | -0.7
32	CNC(=O)[C@@]1(C)C=C[C@@H](Cc2ccccc2)N1C(=O)OC
 : 2.0 | -0.5 | 3.7 | -3.0 | 98.0 | -1.4 | 16.9 | -9.9 | 0.3
33	O=C(Nc1ccc(Oc2ccc(Br)cc2)cc1)C1=CC=CN2CCS(=O)(=O)N=C12
 : · | 2.9 | · | -6.3 | · | -0.8 | · | · | 0.9
34	Cc1sc2nc(CSCC(=O)NC3CCCCC3)[nH]c(=O)c2c1C
 : · | -1.7 | · | -6.0 | · | -1.0 | · | · | 0.3
35	CC1CC(C)CN(CC(C)(C)NS(=O)(=O)c2ccccc2)C1 (configuration not stated)
 : 10.0 | -1.1 | -4.6 | -1.7 | 103.0 | -4.0 | 29.3 | 1.8 | -0.3
36	c1ccc(OCc2nn3c(Cn4cnc5ccccc54)nnc3s2)cc1
 : -1.0 | 6.9 | 1.5 | -11.1 | 93.0 | -7.3 | 3.4 | -5.8 | 7.6
37	CCCCn1c(Oc2ccc(C(=O)OC)cc2)nc2c1c(=O)n(C)c(=O)n2C
 : 4.0 | -0.2 | -7.6 | 3.9 | 106.0 | -1.8 | 5.7 | 2.0 | 0.1
38	O=C(NCC(c1ccco1)N1CCN(c2ccc(F)cc2)CC1)c1ccco1 (configuration not stated)
 : · | 1.3 | · | 4.6 | · | -1.7 | · | · | -1.0
39	Cc1ccc(-c2csc(NCCn3c(-c4ccncc4)nc4ccccc43)n2)cc1
 : 0.0 | 3.2 | 5.7 | -9.3 | 102.0 | -2.2 | 18.6 | 9.1 | 0.7
40	CSc1nc(-c2cccs2)c(C#N)c(=O)[nH]1
 : 3.0 | -0.7 | -8.7 | -7.9 | 99.0 | -5.6 | 6.0 | -0.5 | 0.4
41	CC(=O)N/N=C/c1cc(C(C)C)cc(/C=N/NC(C)=O)c1O
 : -13.0 | 1.4 | -4.5 | -11.2 | 85.0 | 3.5 | -21.5 | 7.1 | 0.9
42	Cc1ccc(/C=C/C(=O)O)cc1S(=O)(=O)NCCCC(=O)O
 : -1.0 | 0.6 | -1.3 | -7.7 | 101.0 | -2.9 | 13.2 | 0.0 | 1.3
43	CN1CCN(c2cc(-c3cc(O)c4ncccc4c3)ccn2)CC1
 : · | 0.0 | · | -2.8 | · | -6.7 | · | · | -0.5
44	CCCCNS(=O)(=O)c1ccc(OC)c2ncccc12
 : -1.0 | -0.3 | 6.4 | -1.1 | 97.0 | 5.2 | · | -0.7 | 0.0
45	CCOC(=O)C1=C(C)N(C)C(=O)NC1c1cccc([N+](=O)[O-])c1 (configuration not stated)
 : 9.0 | -0.9 | · | 3.0 | 113.0 | -4.2 | · | · | -0.4
46	Cc1ccnc(N2CCN(c3cc(C)c(C#N)c4nc5ccccc5n34)CC2)c1
 : -2.0 | 0.3 | -9.9 | 6.3 | 101.0 | -4.6 | · | -5.8 | 0.2
47	Oc1ccc(C[C@H]2CNCCN2CCCCC2CCCCC2)cc1
 : · | 14.6 | · | -10.0 | · | -5.1 | · | · | 3.9
48	COc1ccc(CCC(=O)OCC(=O)Nc2c(C)n(C)n(-c3ccccc3)c2=O)cc1
 : · | -0.9 | · | 2.1 | · | -5.9 | · | · | 1.1
49	O=C(O)CC(=O)Nc1ccccc1
 : 4.0 | 1.2 | -7.4 | -5.1 | 104.0 | -1.5 | 5.8 | 1.8 | 0.2
50	CCCc1ccc(C(=O)O/N=C(\N)c2ccccn2)cc1
 : 22.0 | -2.8 | -1.8 | -5.0 | 101.0 | -10.6 | 12.3 | 7.4 | -0.6
51	COc1cc2c(C(=O)N3CCN(Cc4ccc5c(c4)OCO5)CC3)cn(C)c(=O)c2cc1OC
 : · | 0.3 | -19.2 | 1.2 | · | -1.5 | 42.6 | -5.9 | 0.6
52	O=C(NCN1CCN(CCO)CC1)c1cnccn1
 : -6.0 | -0.1 | -1.5 | -5.8 | 97.0 | -4.0 | -4.4 | -1.1 | -0.1
53	Clc1ccc(CSc2snnc2-c2ccccc2)c(Cl)c1
 : -5.0 | 0.6 | 22.2 | -6.7 | 98.0 | -0.4 | 13.9 | -0.7 | 0.2
54	Cc1cnc(C(=O)N2CCc3c([nH]c4ccccc34)C2c2ccc(F)cc2)cn1 (configuration not stated)
 : 3.0 | -1.1 | -5.3 | -13.4 | 104.0 | -4.0 | 8.3 | 4.5 | -0.3

Single records, from the list above.
O=C(NCC(c1ccco1)N1CCN(c2ccc(F)cc2)CC1)c1ccco1 (configuration not stated) across the screens: MEKK2mut PB1 HTS: ·; OXTR agonist: 1.3; GPR7 antag: ·; OXTR potentiate: 4.6; MEKK2 WT-MEK5: ·; GalR3 antag: -1.7; NALP1 inh: ·; PfM18AAP inh: ·; V1aR counter: -1.0
CCN(CC)S(=O)(=O)c1ccc(-c2nnc(SCC(=O)N3CCc4ccccc43)o2)cc1 across the screens: MEKK2mut PB1 HTS: -1.0; OXTR agonist: -0.7; GPR7 antag: ·; OXTR potentiate: 1.1; MEKK2 WT-MEK5: 96.0; GalR3 antag: -4.4; NALP1 inh: -17.9; PfM18AAP inh: ·; V1aR counter: -0.7

Screens as filed in PubChem.
